PERK inhibitor: block of dimerizer-induced PERK translation repression, primary screen, PERK inhibitor project, CHO PERK-DD cells, SEAP luminescence, HTS. Eukaryotic translation initiation factor 2-alpha kinase 3 (Homo sapiens), Q9NZJ5. CHO PERK-DD fusion, SEAP luminescence translation reporter. inhibition, % at 5.6 µM. actives 0.17% (n = 220,000). AID 1416, 2008;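 active = inhibition above the mean inhibition of all tested compounds plus 3 SD, set separately per screening campaign, cut at about 2.9% in these data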;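 note: PERK kinase domain activated by AP20187 dimerizer at 100 nM; 0% = DMSO with dimerizer and 100% = rapamycin at 8.4 µM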
EBV gp42 inh: Epstein-Barr virus gp42 inhibitors, primary screen, biochemical, uHTS, fluorescence polarization; Glycoprotein 42 (Epstein-Barr virus (strain AG876)), Q1HVG2; inhibition, % (tested at 21.74 µM); Fluorescence polarization binding assay, mP read-out; AID 1085, 2008; actives 0.42% (n = 220,000); in the data active = inhibition above about 50%
Target sequence (Q1HVG2 whole entry, looked up): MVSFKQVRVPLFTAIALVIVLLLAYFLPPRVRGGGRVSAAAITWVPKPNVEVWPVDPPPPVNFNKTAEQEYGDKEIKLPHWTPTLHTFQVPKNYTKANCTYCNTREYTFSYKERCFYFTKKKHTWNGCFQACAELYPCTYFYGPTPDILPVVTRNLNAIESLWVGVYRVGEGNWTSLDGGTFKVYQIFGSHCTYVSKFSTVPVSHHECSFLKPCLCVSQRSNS
TNF death inh: inhibitors of TNF-alpha triggered necroptosis, primary screen, cell-based, Jurkat FADD-/-, single concentration; Jurkat FADD-/- TNF necroptosis rescue, ATP luminescence, 24 h; 0 = TNF only, 100 = no-TNF cells; activation (protection from cell death), % at 10 µM; actives 0.068% (n = 220,000); AID 463075, 2010;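 active = activation, meaning protection from cell death, of at least 50% relative to plate controls; inactive = activation below 50%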;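 note: necroptosis triggered by 40 ng/mL TNF-alpha added together with compound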
Calpain2 inh: inhibitors of pig calpain II, primary screen, biochemical, fluorogenic peptide substrate, 1536-well; purified calpain II, 30 min; inhibition, % at 16 µM; actives 0.37% (n = 220,000); AID 1236, 2008;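 active = inhibition above about 50%, limit read from the data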
zVAD death inh: inhibitors of zVAD-triggered necroptosis, primary screen, L929 cells; viability rescue, % at 10 µM; L929 zVAD necroptosis rescue, ATP luminescence, 24 h; with zVAD 60 µM; actives 0.38% (n = 220,000); AID 1377, 2008;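 active = activation, scaled between plate controls, above about 75%, limit read from the data; inactive = activation under that limit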;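 note: 0% = zVAD with DMSO and 100% = DMSO alone without zVAD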
Rad51 HR inh: human RAD51 strand exchange inhibitors, primary screen, biochemical, fluorescence | actives 0.085% (n = 200,000) | inhibition, % at 10 µM | hRad51 DNA strand exchange, fluorescence dequenching | AID 1385, 2008 | DNA repair protein RAD51 homolog 1 (Homo sapiens), Q06609;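 active = inhibition above 40% at the single screening dose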;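 note: 0% = DMSO control wells and 100% = blanks with heterologous ssDNA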
Target sequence (Q06609 whole entry, looked up): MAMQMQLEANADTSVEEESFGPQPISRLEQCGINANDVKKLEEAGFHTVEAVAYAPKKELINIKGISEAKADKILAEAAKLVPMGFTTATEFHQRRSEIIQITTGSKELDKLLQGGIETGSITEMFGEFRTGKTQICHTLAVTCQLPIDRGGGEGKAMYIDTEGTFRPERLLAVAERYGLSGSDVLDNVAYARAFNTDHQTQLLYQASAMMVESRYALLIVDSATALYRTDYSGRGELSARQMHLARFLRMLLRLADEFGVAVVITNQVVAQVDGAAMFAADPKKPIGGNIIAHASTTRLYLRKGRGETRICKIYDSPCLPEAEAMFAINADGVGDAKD
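System: hRad51 filaments on single-stranded DNA; reagent: Fluorescein- and BHQ1-tagged 47-mer duplex; compound dosing: one concentration, 10 µM final; timing: filaments 15 min 37 °C, then compound 30 min; measured by: fluorescein emission 520 nm, excitation 485 nm; benchmarks: per-plate controls and blanks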
Cl transport mod: KCC2 cotransporter modulators, thallium flux, primary screen, cell-based, HEK293 KCC2, FluoZin-2 fluorescence, MLSMR | KCC2 cells, thallium flux FluoZin-2 fluorescence | Solute carrier family 12 member 5 (Homo sapiens), Q9H2X9 | AID 1456, 2008 | actives 2.2% (n = 190,000) | B-score of Tl+ flux slope (higher = more flux/activation; lower = inhibition) at 10 µM;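 active = thallium flux slope and its plate-corrected score both differing from the plate sample mean at a set confidence after two filtering rounds, in either direction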;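 note: slope of fluorescence scaled to starting intensity during 10 to 20 s after thallium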
eIF4E 4G PPI: eIF4E–eIF4G protein interaction inhibitors, primary screen, biochemical, uHTS, TR-FRET, eIF4GI fragment; Eukaryotic translation initiation factor 4E (Mus musculus) + Eukaryotic translation …; TR-FRET eIF4E-eIF4GI(517-606) binding, 2 h; inhibition, % at 21.7 µM; actives 0.37% (n = 220,000); AID 782, 2007;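 active = inhibition above about 30%, limit read from the data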;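 note: 0% = full FRET control wells and 100% = background wells lacking eIF4GI fragment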
Mdm2 ligase inh: MDM2-luciferase reporter signal enhancers, primary screen, MDM2 E3 ligase inhibitor project, cell-based, luminescence, 1536-well; cell-based MDM2 ubiquitination luciferase reporter, 2 h; 0 = plate control, 100 = twice control, blank-subtracted; E3 ubiquitin-protein ligase Mdm2 (Homo sapiens), Q00987; signal enhancement, % at 5 µM; actives 0.11% (n = 210,000);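 active = signal enhancement of 30% or more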;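 note: luminescence tracks abundance of the self-degrading MDM2-luciferase fusion protein; higher signal means inhibition of MDM2 E3 ligase activity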
Target sequence (Q00987 whole entry, looked up, the tested form may be a part): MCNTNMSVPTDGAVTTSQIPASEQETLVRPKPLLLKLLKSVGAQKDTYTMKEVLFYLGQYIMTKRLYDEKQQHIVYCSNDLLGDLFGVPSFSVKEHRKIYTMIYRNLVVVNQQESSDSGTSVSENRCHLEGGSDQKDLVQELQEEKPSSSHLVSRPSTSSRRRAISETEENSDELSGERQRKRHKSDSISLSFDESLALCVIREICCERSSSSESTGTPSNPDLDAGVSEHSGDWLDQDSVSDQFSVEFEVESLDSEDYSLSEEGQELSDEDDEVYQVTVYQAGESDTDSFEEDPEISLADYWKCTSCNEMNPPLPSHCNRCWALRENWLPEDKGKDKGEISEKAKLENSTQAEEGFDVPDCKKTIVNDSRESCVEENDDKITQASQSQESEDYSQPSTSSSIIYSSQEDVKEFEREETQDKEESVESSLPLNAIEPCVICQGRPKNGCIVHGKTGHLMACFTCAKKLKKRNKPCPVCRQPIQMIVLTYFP
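Timing – 2 h compound exposure at 37 °C · Assay system – mammalian cells stably expressing self-ubiquitinating, self-degrading MDM2 E3–luciferase fusion · Amount – 2000 cells seeded into each well · Measure – % luminescence enhancement versus blank-corrected plate control mean · Measured by – SteadyLite luminescence, 15 min reagent step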
* = called active by the depositor; i = inactive; / = not tested or not shown; [ ] = dose if it differs, or a comment.

SMILES	PERK inhibitor	EBV gp42 inh	TNF death inh	Calpain2 inh	zVAD death inh	Rad51 HR inh	Cl transport mod	eIF4E 4G PPI	Mdm2 ligase inh
S=C(NCCc1ccccc1)Nc1ccccc1Cl	0.9	1.9	-4.1	19.3	-0.5	4.3	1.6	0.4	-6.6
Cc1noc(C)c1COC(=O)Cn1c(C)nc2ccccc21	0.9	-10.6	-3.0	-35.5	0.3	0.8	0.942	1.3[fluorescence artefact?]	5.6
CC1(C)CC(CC(=O)O)CC(C)(C)N1	0.7	-1.4	0.3	19.5	-0.2	-31.3	-0.31	0.1	-18.2
O=C(O)COc1ccccc1/C=N/NC(=O)CN1CCN(Cc2ccccc2Cl)CC1	1.6	-2.6	1.5	-13.3	0.2	/	0.265	-8.3	-7.7
CCC(C)NC(=O)c1ccccc1NC(=O)CN(c1ccc(OC)cc1)S(C)(=O)=O (configuration not stated)	-1.8	-9.2	-0.2	11.5	0.7	-1.3	0.18	-12.6	-17.8
Brc1ccc(CSc2nnc3ccccn23)cc1	0.8	-1.9	1.1	-21.4	0.3	1.9	0.00202	-2.2	-0.2
CCOC(=O)C(C)Sc1ncc(-c2ccc(Cl)cc2)cn1 (configuration not stated)	0.2	-19.4	-3.4	29.3	-0.2	-1.7	-1.28	3.8	-11.5
Cc1cccc(C)c1NC(=O)CSc1cc(C(=O)c2nccn2C)c2ccccc2n1	0.2	-26.7	-1.2	-16.2	0.0	-3.7	1.17	3.0	9.5
COCCOc1cc(-n2cccc2)c(Cl)cc1Cl	1.4	-1.1	0.3	-1.6	0.7	0.6	0.894	1.2	-7.5
Cc1nc2ccc(NC(=S)NCCCO)cc2nc1C	0.8	0.4	0.8	-84.4	0.3	3.9	/	-5.8	-9.4
NC1=NC(=Nc2ccc(S(N)(=O)=O)cc2)c2ccccc21	0.4	-0.8	-9.0	0.3	1.2	16.6	-0.0139	-2.9	-7.2
Cc1cccc(-n2nnc3c(=O)n(CC(=O)Nc4cc(C)on4)cnc32)c1	0.1	2.2	0.0	19.0	0.3	0.8	0.199	-2.0	-16.1
COCc1cc(C)n(CC(=O)Nc2cccc(C)c2)c(=O)c1C#N	-0.1	-0.5	-0.6	11.1	0.6	-1.7	0.928	0.5	-0.5
Cc1cccc(CC2S/C(=N/N=C/c3ccco3)N(c3ccccc3)C2=O)c1 (configuration not stated)	0.5	-6.0	2.1	-23.2	1.3	22.5	-0.519	1.1	-4.9
COC(=O)C1=C(C)Nc2nnnn2C1c1cccnc1 (configuration not stated)	1.5	-6.4	-0.8	-15.0	0.3	2.8	-0.808	5.3	9.0
CNC(=O)COC(=O)c1cccc(S(=O)(=O)N2CCN(c3ccc(F)cc3)CC2)c1	0.6	-8.5	1.0	-25.8	0.1	-6.6	/	2.3	-9.3
Cc1nc(C(=O)O)nn1-c1cc(Cl)ccc1Cl	1.8	1.3	0.1	-16.4	-0.1	11.5	-0.151	10.2	-11.1
O=C(NCCCO)c1ccc(CSc2nc3ccccc3c(=O)[nH]2)cc1	0.2	-20.0	0.0	-12.2	2.0	-3.5	-0.453	0.6	-3.8
Cn1c(SCC#N)nnc1-c1cnccn1	0.9	-6.3	-1.1	13.4	0.3	-4.9	1.1	0.8	/
O=c1c(-c2nnc(SCc3ccc(Cl)c(Cl)c3)o2)cccn1Cc1ccccc1	-0.5	-7.7	-5.1	-85.9	-0.3	-1.2	-3.06	0.2	-7.1
O=C(O)CCCC(=O)N1CCC(C(O)(c2ccccc2)c2ccccc2)CC1	0.0	-4.2	0.3	-18.9	1.2	-3.2	/	-0.5	-4.6
FC(F)(F)c1cc(-c2ccco2)nc(NCc2cccs2)n1	0.0	-19.5	-0.4	-30.5	1.5	3.5	/	-0.3	-16.4
COc1ccc(N(C)S(=O)(=O)c2cccc(C(=O)NCC3CCCO3)c2)cc1 (configuration not stated)	-1.5	-8.7	-0.9	9.7	-0.9	3.2	0.903	-1.9[fluorescence artefact?]	-18.2
COc1ccc2c(c1)c(=O)c(Br)c(C)n2Cc1ccccc1	0.3	-13.1	0.0	1.5	-0.3	3.8	-0.13	4.6[fluorescence artefact?]	-17.4
Cc1cc(C)n(CCCN2C(=O)c3cccc4cccc(c34)C2=O)n1	0.0	3.8	-0.3	29.6	0.1	8.0	0.0504	0.8	-6.2
O=C(NC1CCCCC1)C12CC3CC(CC(Cl)(C3)C1)C2	1.0	5.1	0.0	-15.7	3.3	-1.0	0.705	-2.0[fluorescence artefact?]	-12.0
O=C(COC(=O)/C=C/c1cccc(C(F)(F)F)c1)Nc1cccc2ccccc12	0.7	-5.2	1.7	-9.1	0.4	7.4	0.665	9.5	2.4
COc1ccc(C2Nc3ccccc3C(=O)N2c2ccccc2)cc1Cn1cc([N+](=O)[O-])cn1 (configuration not stated)	-0.4	3.3	2.3	-43.2	0.0	-0.3	0.542	3.5	-10.3
Cc1nc(S/C(=C/c2ccc(-c3cc(Cl)ccc3C)o2)C(=O)O)n[nH]1	0.9	1.9	1.7	14.8	1.0	-2.1	/	-1.4	-8.7
CC(=O)Nc1nnc(-c2ccco2)o1	1.4	-7.5	0.3	3.4	0.4	/	0.0795	3.0	-8.1
COc1cccc(NC(=O)Cn2c(=O)n(-c3cc(OC)c(OC)c(OC)c3)c(=O)c3ccccc32)c1	-0.1	-14.0	-0.3	-21.4	2.3	-4.7	-0.492	6.8	-9.0
CCN(CC)S(=O)(=O)c1ccc(NC(=O)C(OC)c2ccccc2)cc1 (configuration not stated)	-1.0	-1.0	5.0	13.4	2.1	-7.0	-0.702	4.9	-12.9
CC(C)c1ccccc1NC(=O)c1ccccc1NC(=O)C1CCCCC1	0.3	-17.3	0.3	20.5	-0.1	/	0.0185	-1.6[fluorescence artefact?]	/
CC1=C(C(=O)OCc2ccccc2)C(c2ccc(C)o2)C2=C(CCCC2=O)N1 (configuration not stated)	-1.3	8.2	-1.3	-6.0	0.8	0.7	-1.37	-4.6	-7.6
COC(=O)c1c(CSc2cccc(C)c2)noc1C(=O)NCc1ccco1	-0.7	-10.3	-2.7	19.7	0.2	12.5	-0.257	1.5	-19.9
Cc1cc(-c2ccc([N+](=O)[O-])cc2)nc2ccccc12	-0.1	-8.0	-0.1	19.0	1.2	1.1	0.181	6.5	-12.7
C/C(=N\NC(=O)c1ccccc1O)c1cccs1	1.8	-11.4	-4.1	-50.4	4.0	2.6	1.44	-1.9	-38.4
COc1ccc(CCNC2=C(Cl)C(=O)N(CCc3ccc(OC)c(OC)c3)C2=O)cc1OC	-1.9	-2.4	-6.8	i	-0.5	0.9	/	-4.6	-19.4
COc1ccc(-c2ccc(OC)c([C@H]3[C@@H]4C=CCC[C@@]4(C)C(=O)N3Cc3ccccc3)c2)cc1OC	/	2.0	2.7	-23.2	0.5	-8.4	0.00845	6.2	-3.5
CCOc1ccc(OCC)c(Nc2cc(C)nc3ncnn23)c1	-0.2	-14.2	-2.9	-5.8	0.1	-3.3	-0.0501	0.3[fluorescence artefact?]	-4.1
O=C(NC1CCCC1)c1ccc2nc[nH]c2c1	0.9	-10.5	-1.7	-20.2	0.5	-3.8	1.34	1.2	5.6
CCOC(=O)N1CCN(CCC(=O)Nc2cc(OC)ccc2OC)CC1	0.9	-9.6	0.5	-12.5	1.2	1.5	-0.0609	-2.6	-2.4
Cc1cc(C)c(C)c(S(=O)(=O)N2CCN(CC(=O)c3c(N)n(Cc4ccccc4)c(=O)n(C)c3=O)CC2)c1C	-1.1	-17.7	-3.5	-46.4	2.5	-5.5	0.0757	-7.2[fluorescence artefact?]	-1.9
C=CCNS(=O)(=O)c1ccc(OCC(=O)OC)cc1	-0.3	-2.2	-0.3	20.9	0.0	7.3	0.18	4.1	-9.4
COc1ccc(Cc2nnc3n2N=C(c2cc4ccccc4o2)CS3)cc1OC	-1.5	/	-1.0	/	0.1	-2.6	-0.809	/	/
Cc1[nH]c(=O)[nH]c(=O)c1S(=O)(=O)N(C)Cc1ccccc1	0.1	-10.2	0.8	18.9	0.4	-5.1	/	-1.8	3.1
Cc1cc(C)c2nc3nc(C)c(C)cc3c(N)c2c1	-1.0	11.7	-5.6	i	13.3	/	-1.29	6.5	-24.9
COc1cc2cc(CN(CCO)S(=O)(=O)c3ccccc3Cl)c(=O)[nH]c2cc1OC	0.6	-7.3	2.3	-46.8	3.3	8.0	0.665	-0.8	-14.5
CCCCOc1ccc(-c2nnn(CCC(=O)N3CCOCC3)n2)cc1	0.1	-12.7	-1.0	-5.5	0.4	-10.1	/	2.6	-18.6
CC(O)CNCCCOc1cccc(C(F)(F)F)c1 (configuration not stated)	0.4	9.0	1.5	2.5	-0.3	3.1	0.59	-1.8	-6.7

In another format: results already given.
Molecule | PERK inhibitor | EBV gp42 inh | TNF death inh | Calpain2 inh | zVAD death inh | Rad51 HR inh | Cl transport mod | eIF4E 4G PPI | Mdm2 ligase inh
COc1cc2cc(CN(CCO)S(=O)(=O)c3ccccc3Cl)c(=O)[nH]c2cc1OC | 0.6 | -7.3 | 2.3 | -46.8 | 3.3 | 8.0 | 0.665 | -0.8 | -14.5
Cc1[nH]c(=O)[nH]c(=O)c1S(=O)(=O)N(C)Cc1ccccc1 | 0.1 | -10.2 | 0.8 | 18.9 | 0.4 | -5.1 | / | -1.8 | 3.1
CC(O)CNCCCOc1cccc(C(F)(F)F)c1 (configuration not stated) | 0.4 | 9.0 | 1.5 | 2.5 | -0.3 | 3.1 | 0.59 | -1.8 | -6.7
C=CCNS(=O)(=O)c1ccc(OCC(=O)OC)cc1 | -0.3 | -2.2 | -0.3 | 20.9 | 0.0 | 7.3 | 0.18 | 4.1 | -9.4
Cc1cc(C)c(C)c(S(=O)(=O)N2CCN(CC(=O)c3c(N)n(Cc4ccccc4)c(=O)n(C)c3=O)CC2)c1C | -1.1 | -17.7 | -3.5 | -46.4 | 2.5 | -5.5 | 0.0757 | -7.2[fluorescence artefact?] | -1.9
O=C(NC1CCCC1)c1ccc2nc[nH]c2c1 | 0.9 | -10.5 | -1.7 | -20.2 | 0.5 | -3.8 | 1.34 | 1.2 | 5.6

Screens (PubChem BioAssay)
